Screening results from PubChem.
AGP1 TOR yeast – modulators of TOR pathway AGP1-GFP in S. cerevisiae | 320,000 tested, 0.02% active | S. cerevisiae AGP1-GFP multiplex flow cytometry, 3 h; GFP as percent of DMSO wells | GFP response vs DMSO, % at 10 µM;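 active = GFP response relative to DMSO above a set limit, near screen average plus 3 SD, cut at about 150% in these data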;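 note: median GFP channel fluorescence of the gated AGP1 strain per well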
MEP2 TOR yeast – yeast TOR pathway MEP2-GFP modulation; S. cerevisiae MEP2-GFP strain, flow cytometry GFP, 3 h; 100% = DMSO control level; GFP response vs DMSO, % at 10 µM; 330,000 tested, 0.51% active;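 active = GFP response versus DMSO above a set limit, roughly screen mean plus 3 SD, cut at about 180% in these data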;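 note: median GFP fluorescence of the barcode-gated MEP2-GFP cells per well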
CIT2 TOR yeast – yeast TOR pathway CIT2-GFP modulation | S. cerevisiae CIT2-GFP strain, flow cytometry, 3 h; 100 means same as DMSO wells | AID 2029 | 320,000 tested, 0.065% active | GFP response vs DMSO, % at 10 µM;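 active = GFP response relative to DMSO above a set limit, near the screen mean plus 3 SD, cut at about 150% in these data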;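 note: ratio of well median GFP fluorescence to mean of DMSO wells on the plate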
VLA-4 inh – inhibition in a human VLA-4 binding assay; P13612; VLA-4 expressing cells, ligand binding flow cytometry; inhibition, % (about 7 µM as worked out from the volumes in the protocol); 330,000 tested, 0.2% active; AID 2557; in the data active = inhibition above about 50%
GRK2 aptamer HTS – inhibitors of human GRK2 displacing RNA aptamer; inhibition of aptamer binding, % at 10 µM; P25098; 330,000 tested, 0.59% active; bead flow cytometry, FAM-aptamer displacement from GRK2;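 active = inhibition of aptamer binding above 40%, roughly 3 SD of noise, on plates passing a quality check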;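 note: median bead fluorescence of bound FAM aptamer so fluorescent compounds give negative values; no value below 0 was filed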
Target sequence (P25098 whole entry, looked up): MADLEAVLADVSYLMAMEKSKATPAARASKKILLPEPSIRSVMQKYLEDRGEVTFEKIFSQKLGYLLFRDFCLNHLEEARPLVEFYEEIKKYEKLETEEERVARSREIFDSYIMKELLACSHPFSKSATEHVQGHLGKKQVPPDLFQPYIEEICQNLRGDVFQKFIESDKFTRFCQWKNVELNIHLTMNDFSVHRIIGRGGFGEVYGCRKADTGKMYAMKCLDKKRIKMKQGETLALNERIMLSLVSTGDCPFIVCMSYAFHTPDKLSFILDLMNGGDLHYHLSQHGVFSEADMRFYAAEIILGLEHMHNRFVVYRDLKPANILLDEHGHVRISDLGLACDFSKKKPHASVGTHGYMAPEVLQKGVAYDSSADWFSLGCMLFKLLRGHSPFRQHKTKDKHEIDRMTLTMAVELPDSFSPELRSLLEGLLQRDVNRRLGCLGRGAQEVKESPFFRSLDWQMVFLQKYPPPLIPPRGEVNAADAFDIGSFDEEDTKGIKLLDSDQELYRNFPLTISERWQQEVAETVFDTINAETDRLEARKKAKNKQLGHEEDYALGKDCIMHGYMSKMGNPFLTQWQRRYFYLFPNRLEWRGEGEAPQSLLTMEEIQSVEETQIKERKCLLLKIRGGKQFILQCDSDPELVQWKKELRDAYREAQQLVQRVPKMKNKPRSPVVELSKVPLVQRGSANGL
JMJD2C inh – blocks human GASC-1 demethylase activity. Q9H3R0. GST-JMJD2C(1-420) H3K9me3 demethylation, DELFIA europium. inhibition, % at 2.35 µM. 330,000 tested, 0.069% active. AID 2099;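 active = more than half of a compound's replicate wells show inhibition beyond 50%, single wells judged on their own value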;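 note: signal counts dimethyl H3K9 product captured on neutravidin plate; 0% = median of DMSO wells and 100% = 0.3 times that DMSO median; strong numbers were not always called active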
Target sequence (Q9H3R0 1-420 limits assumed): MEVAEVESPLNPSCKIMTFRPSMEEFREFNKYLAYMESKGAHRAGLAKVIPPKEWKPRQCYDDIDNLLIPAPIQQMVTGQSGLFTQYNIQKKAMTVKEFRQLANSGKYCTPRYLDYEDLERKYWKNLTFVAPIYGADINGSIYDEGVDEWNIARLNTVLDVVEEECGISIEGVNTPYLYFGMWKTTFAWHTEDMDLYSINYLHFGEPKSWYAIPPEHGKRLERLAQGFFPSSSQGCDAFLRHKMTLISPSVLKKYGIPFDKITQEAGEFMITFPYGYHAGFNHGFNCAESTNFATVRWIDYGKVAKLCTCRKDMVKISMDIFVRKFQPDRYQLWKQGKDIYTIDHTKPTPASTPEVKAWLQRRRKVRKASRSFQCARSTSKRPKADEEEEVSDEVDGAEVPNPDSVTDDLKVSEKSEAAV
RPL19A-GFP yeast – yeast TOR pathway RPL19A-GFP modulation; 330,000 tested, 0.3% active; S. cerevisiae RPL19A-GFP strain, flow cytometry, 3 h; stronger effect = lower value; AID 2025; percent response vs DMSO, % at 10 µM;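 active = percent response vs DMSO below 50%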;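 note: median channel GFP fluorescence of the barcoded RPL19A-GFP strain; ratio of sample median GFP to plate DMSO average so 100% = DMSO; lower means less RPL19A-GFP as with rapamycin TOR inhibition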
LAP4 TOR yeast – yeast TOR pathway LAP4-GFP modulation. S. cerevisiae LAP4-GFP multiplex, flow cytometry GFP, 3 h; median GFP as percent of DMSO wells. AID 2023. 320,000 tested, 0.34% active. GFP response vs DMSO, % at 10 µM;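 active = GFP response vs DMSO above a set limit, about the screen mean plus 3 SD, cut at about 150% in these data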
Active calls of the source: *; . = not tested or not shown; & = joins results of further samples; [ ] = remark or other dose.

Fields – VLA-4 inh	AGP1 TOR yeast	MEP2 TOR yeast	RPL19A-GFP yeast	LAP4 TOR yeast	GRK2 aptamer HTS	JMJD2C inh	CIT2 TOR yeast
- CC(=O)c1c(C)[nH]c(C(=O)N2CCCCCC2)c1C
    0	98	96	98	90	1	5	100
- Cn1c(=O)[nH]c(=O)c2c1nc(SCCO)n2Cc1ccccc1Cl
    5	102	109	103	94	4	0	108
- CC(NC(=O)c1ccc2c(c1)S(=O)(=O)N=C1CCCCCN12)c1ccc(S(N)(=O)=O)cc1 (stereo not drawn)
    4	99[may fluoresce green]	102[may fluoresce green]	108[may fluoresce green]	104[may fluoresce green]	0	0	102[may fluoresce green]
- Cc1cc(Cl)ccc1OC(C)C(=O)Nc1ccc([N+](=O)[O-])cn1 (stereo not drawn)
    -4	104	97	104	113	0	6	92
- CCN1CCCCC(=N/O)/C(=N/O)CCCC1
    1	94	92	88	.	1	-1	85
- CC(C)C(OC(=O)c1cc2sccc2n1C)C(=O)NCC1CCCO1 (stereo not drawn)
    6	122	111	111	105	0	2	111
- CCCc1nn(C)c2c1C(c1ccncc1)C(C#N)=C(N)O2 (stereo not drawn)
    12	98	97	96	95	1	-12	99
- Cc1nnc2sc(SCc3ccc(Br)cc3)nn2c1=O
    13	99	93	96	104	0	3	93
- O=C1CC(c2ccco2)Cc2nc(N3CCc4ccccc4C3)ncc21 (stereo not drawn)
    -9	96	100	97	117	0	-4	98
- O=C(NCc1ccccc1)N1CCOc2ccccc21
    18	95	103	102	93	1	-7	95
- Cc1cc(C(=O)Nc2cccc3cccnc23)ccc1[N+](=O)[O-]
    2	94	97	105	92	0	-10	92
- COc1ccc2[nH]c(=O)c(-c3noc(-c4ccccc4)n3)cc2c1
    96*	109	113	107	104	0	1	106
- CN(C(=O)CSc1nc2ccc([N+](=O)[O-])cc2s1)C1CCS(=O)(=O)C1 (stereo not drawn)
    2	106	96	94	105	0	-1	96
- CC(=O)Nc1cccc(NC(=O)c2c(-c3c(Cl)cccc3Cl)noc2C)c1
    4	103	104	103	99	4	4	105
- CC1(c2ccccc2)NC(=O)N(CC(=O)N2CC(=O)Nc3ccccc32)C1=O (stereo not drawn)
    -2	98	100	102	95	1	10	110
- CCOc1ccc(C(=O)NC(C(=O)NCc2cccnc2)C(C)C)cc1 (stereo not drawn)
    3	92	101	104	89	0	-1	104
- CC1(C)CC(=O)C(/C=N/c2ccccn2)=C(O)C1
    -17	100	104	108	108	3	-1	107
- CCn1c(CNc2ccc(F)cc2)nnc1SCCN1CCCCC1
    28	106	105	105	103	0	1	102
- Cc1ccc(C(=O)Nc2ccccc2N2CCCC2)cc1S(=O)(=O)N1CCOCC1
    -7	94	88	92	96	2	8	94
- CC(C)CCN(C(=S)Nc1cccc(C(F)(F)F)c1)C(C)c1ccccn1 (stereo not drawn)
    2	98	100	98	102	4	9	100

(further entries)
Fields – VLA-4 inh	AGP1 TOR yeast	MEP2 TOR yeast	RPL19A-GFP yeast	LAP4 TOR yeast	GRK2 aptamer HTS	JMJD2C inh	CIT2 TOR yeast
- Cc1ccc(NC(=S)NNC(=S)NC2CCCCC2)cc1
    -10	102	101	102	105	2	-17	115
- Cc1ccc(C2=[N+]([O-])C3(CCCCC3=O)N(O)C2(C)C)cc1 (stereo not drawn)
    0	107	104	107	100	4	-3	108
- COC(=O)c1ccc2nc(-c3cccc(N)c3)cn2c1
    -7	94	93	90	93	0	-3	96
- Nc1ccc(N2CCN(c3ccccc3)CC2)c(F)c1
    5	88	89	90	91	5	-8	90
- O=C(C1CCCCC1)N1CCN(c2nc(-c3ccc(F)cc3)cs2)CC1
    -1	101	153	87	141	1	6	113
- O=C(NCc1ccccc1F)c1cc(=O)[nH]c2ccccc12
    -3	96	104	98	97	29	16	102
- Cc1cnc(C(=O)Nc2ccc(C)c(S(=O)(=O)N(C)C)c2)cn1
    4	102	77	103	93	0	18	101
- CC(C)c1ccc(/C=N/NC(=O)CCNC(=O)c2ccccc2)cc1
    -1	99	105	103	100	0	2	103
- Cc1cccc(NC(=O)NNC(=O)c2ccc3ccccc3c2O)c1
    2	96	101	116	81	0	13	91
- Cc1cc(NC(=O)CSc2nc3c(c(=O)n2-c2ccc(Cl)cc2)SCC3)no1
    13	105	105	102	105	0	2	100
- COc1cc(C(=O)Nc2nnc(C3CC3)s2)ccc1OCc1c(C)noc1C
    0	108	106	99	108	0	10	106
- CCOC(=O)C1(CCCc2ccccc2)CCN(Cc2cnc(C)s2)CC1
    8	91	103	90	96	0	3	93
- CCn1c(O)c(N=NC(=O)c2cccs2)c2ccccc21
    0	88	90	97	124	1	6	79
- O=C(Cc1cccc2ccccc12)N/N=C/c1ccc(Sc2nc3ccccc3s2)o1
    12	92	95	96	82	3	-3	.
- CC1CCN(C(=O)Cn2nnc(-c3cccs3)n2)CC1
    17	97	104	97	98	2	-3	96
- C=CCNC(=O)C12CC3(C)CC(C)(CC(C)(C3)C1)C2
    14	101	98	99	101	0	-8	110
- CC(C)N(Cc1nc(-c2ccccc2)no1)C(=O)C1CCCCC1
    -1	105	102	105	98	1	-2	.
- C[C@H](NC(=O)[C@@H]1Cc2ccccc2CN1C(=O)OC(C)(C)C)C(=O)NCc1ccco1
    10	111	110	109	102	2	2	112
- CCCc1ccc2oc(C(=O)NCCc3cnn(C)c3)c(C)c2c1
    15	92	103	110	94	0	3	.
- Cc1cc(CNC(=O)CCc2nnc(CCCc3ccccc3)o2)nn1C
    2	91	95	100	86	0	15	90

Going on with the list:
Fields – VLA-4 inh	AGP1 TOR yeast	MEP2 TOR yeast	RPL19A-GFP yeast	LAP4 TOR yeast	GRK2 aptamer HTS	JMJD2C inh	CIT2 TOR yeast
- COc1cccc(C2(CSc3nnc(-c4cc(OC)c(OC)c(OC)c4)o3)OCCO2)c1
    -3	100	105	99	107	2	7	100
- CCn1c(COc2ccccc2)nnc1SCC(=O)Nc1cc(OC)ccc1OC
    -1	96	97	94	101	0	3	99
- CN(C)S(=O)(=O)c1ccc(C(=O)OCc2ccc([N+](=O)[O-])cc2)cc1
    14	87	93	98	88	0	-32	86
- CN(Cc1ccccc1)C(=O)c1[nH]cnc1C(=O)NCCCCCNC(=O)OC(C)(C)C
    0	98	94	97	101	0	6	96
- O=C(CN1C(=O)CC(c2ccco2)Sc2ccccc21)NCC1CCCO1 (stereo not drawn)
    -4	91	98	.	97	27	-5	98
- O=c1[nH]nc(Cc2ccc(Cl)cc2Cl)c2ccccc12
    -18	101	104	100	98	0	2	104
- CS(=O)(=O)N1CCCC(C(=O)Nc2ccc(Br)cc2F)C1 (stereo not drawn)
    1	89	88	87	88	1	-122	.
- CCOC(=O)c1[nH]cnc1C(=O)Nc1cccc(N)n1
    -13	91	94	89	89	0	-5	104
- CC(=O)c1cc(-c2ccccc2)n(CC(=O)N2CCCCC2)c1C
    6	94	102	98	96	0	-29	97
- [S-]c1nnc(-c2ccc(Br)cc2)n1-c1ccccc1.[Zn+2]
    5	98	112	103	83	5	3	111
- O=[N+]([O-])c1cc2c(c(CSc3nnnn3-c3ccc(O)cc3)c1)OCOC2
    12	107	102	100	98	2	-21	103
- CCCCn1nc2cc(C(=O)NCCc3ccc(C)cc3)ccc2c1OCC
    -5	92	96	103	107	2	1	93
- CCOC(=O)c1[nH]c(=O)c2ccccc2c1O
    7	111	108	.	97	0	2	116
- CCCCCCn1c(NCC)nc2c1c(=O)[nH]c(=O)n2C
    -7	101	102	102	100	3	3	103
- O=S(=O)(c1ccc2ccccc2c1)N1CCN(C(=S)Nc2ccc(F)c(Cl)c2)CC1
    19	104	100	114	92	0	122	110
- Cn1nnnc1SCC(=O)Nc1sccc1C(N)=O
    14	100	103	98	90	0	-3	105
- COc1cccc(CC(=O)Nc2ccc(S(=O)(=O)N3CCCCC3)cc2)c1
    15	94	108	95	98	0	2	101
- Cc1ccc(-n2nc3c(c2NC(=O)c2ccc4c(c2)OCO4)CSC3)c(C)c1
    14	97	103	98	97	0	128	103
- CCCCN1C(=O)C(O)(c2ccccc2)c2cc(Br)ccc21 (stereo not drawn)
    6	101	108	106	90	0	4	109
- COc1ccc(CN(C(=O)c2cccs2)c2ccccc2)cc1
    2	104	102	100	101	1	-5	101

(next part)
Fields – VLA-4 inh	AGP1 TOR yeast	MEP2 TOR yeast	RPL19A-GFP yeast	LAP4 TOR yeast	GRK2 aptamer HTS	JMJD2C inh	CIT2 TOR yeast
- O=C1CCN(S(=O)(=O)c2ccc(Cl)cc2)CC1
    -5	107[may fluoresce green]	102[may fluoresce green]	97[may fluoresce green]	111[may fluoresce green]	4	-4	125[may fluoresce green]
- Nc1ccc2c(c1)C(=O)C(=O)c1ccccc1-2
    -2	115	145	100	189*	26	19	102
- Cc1cc(C)n(CC(=O)N2CCc3ccccc32)c(=O)c1C#N
    -2	93	97	92	90	0	3	90
- CCCCNc1c(-c2ccc(-c3cccc(Cl)c3)cc2)nc2ccc(Cl)cn12
    -44	94	96	92	102	0	-5	93
- CC(C)Oc1ccc(S(=O)(=O)N2CCOCC2)cc1NC(=O)CN1C(=O)NC2(CCCC2)C1=O
    -3	94	101	80	90	2	23	99
- O=C(Nc1ccccc1C(=O)N1CCCCCC1)c1ccccc1Cl
    19	96	93	96	88	0	8	97
- CC(C)c1csc(CN2CCN(Cc3ccc(F)cc3)C(CCO)C2)n1 (stereo not drawn)
    21	105	100	102	101	2	-5	97
- CN(C)S(=O)(=O)c1cccc(C(=O)Nc2ccc3c(c2)CCC3)c1
    4	101	104	105	93	0	-1	103
- CCCN(Cc1ccccc1)S(=O)(=O)c1ccc(N2C(=O)CCC2=O)cc1
    0	107	105	98	105	1	3	101
- COc1ccc(-c2sc(Nc3ccccc3)n[n+]2-c2ccccc2)cc1Br
    33	107	105	106	102	0	.	102
- CN(C)S(=O)(=O)c1cccc(NC(=O)c2ccc(OC(F)(F)F)cc2)c1
    3	112	105	108	100	0	3	106
- O=C(NC1CCN(C(=O)NC2CCCCC2)CC1)c1ccco1
    5	95	94	96	98	0	-20	86
- CCOc1ccc(-c2nnc(N)o2)cc1
    -2	99	103	96	96	0	-9	100
- c1ccc2c(N3CCOCC3)c3c(nc2c1)CCC3
    -4	99	99	103	94	0	-13	100
- CCCCOP(=O)(c1ccc(N(C)C)cc1)C(O)c1ccc(C(C)C)cc1 (stereo not drawn)
    -1	106	105	100	93	7	-3	112
- Cc1scc(C(=O)N/N=C/c2ccc([N+](=O)[O-])o2)c1C
    3	100	117	97	104	7	17	101
- O=C(Oc1ccc(F)cc1)c1cccnc1
    -2	103	92	102	95	2	-29	107
- CC(=O)c1cccc(NC(=O)COc2ccc3oc(=O)cc(C)c3c2)c1
    26	95	100	96	101	0	0	94
- CC(=O)Nc1ccc(C(=O)CSc2nc3ccccc3n2CC(=O)N2CCCC2)cc1
    6	95	101	99	98	4	77&-7	91
- Cc1cc(C)cc(-n2nnc(C(=O)NCc3ccc4c(c3)OCO4)c2N)c1
    6	105	100	103	111	0	-8	100

The listing continues.
Fields – VLA-4 inh	AGP1 TOR yeast	MEP2 TOR yeast	RPL19A-GFP yeast	LAP4 TOR yeast	GRK2 aptamer HTS	JMJD2C inh	CIT2 TOR yeast
- COC(=O)c1cc(CNC(=O)c2ccccc2Cl)ccc1OC
    0	102	106	107	98	0	3	106
- Cc1cc(NC(=O)CC23CC4CC(C2)CC(CC(=O)Nc2cc(C)on2)(C4)C3)no1
    15	110	110	111	111	0	-2	106
- COCCNC(=O)c1ccc(NC(C)=O)cc1
    11	108	112	106	108	2	7	101
- CCOC(=O)N1CCN(C(=O)c2c(-c3ccccc3Cl)noc2C)CC1
    9	95	103	104	95	2	3	90
- O=C(CC12CC3CC(CC(C3)C1)C2)Nc1nncs1
    -2	88	95	108	76	0	-7	95
- O=C(NCc1ccc2c(c1)OCO2)C1CC(=O)N(C2CCCC2)C1 (stereo not drawn)
    -4	92	99	98	98	0	6	96
- O=C(NNC(=S)Nc1cccc(Cl)c1)c1ccccc1OC(F)F
    .	100	102	100	100	5	-1	94
